SMN2 splice enh: qHTS Assay for Enhancers of SMN2 Splice Variant Expression. 210,000 compounds, 2.8% hits. HEK293 SMN2-luciferase splicing reporter, luminescence, 30-36 h. Potency, µM (series often up to 46.1 µM), without a hit: at the highest dose activity change, positive = activation, actives largely listed as activators; further: potency means the concentration at half of the fitted maximal effect; % of control where 0% means no effect; nearly all actives have a fitted effect of over 55% in size
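HEK293 cells carry an SMN2 minigene-luciferase reporter in which exon 7 inclusion puts luciferase in frame. Cells were seeded at 2000 cells/well, attached for 10-12 hours, then exposed to compounds for 30-36 hours at 37C before ONE-Glo luminescence.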
HttQ103 aggreg: qHTS Multiplex Assay to Identify Dual Action Probes in a Cell Model of Huntington: Aggregate Formation (GFP); PC12 HttQ103-GFP aggregates, Acumen cytometry, 40 h; Potency, µM (series often up to 46.1 µM), without a hit: top-dose activity change, negative = inhibition, actives largely listed as inhibitors; 220,000 compounds, 1.1% hits; further: potency means the concentration at half of the fitted maximal effect; on the % scale 0 is the no-effect control and ±100 the full control effect; nearly all actives have a fitted effect of over 60% in size
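PC12/HTTQ103-GFP, ecdysone-inducible; teb 100 nM; cpd qHTS titration; GFP aggregates read on laser cytometer, Ex 488/Em 500-530 nm.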
IMPase Li cell: qHTS Assay for Identifying the Cell-Membrane Permeable IMPase Inhibitors: Potentiation with Lithium; CHO-M1 cells, IP1 TR-FRET (IP-One), carbachol + lithium; Potency, µM (titrated, usually from 59.4 µM), inactives show top-dose activity, negative = IMPase inhibition, hits mostly inhibitors; 210,000 compounds, 0.35% hits;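 further: IP1 builds up when IMPase is blocked and the TR-FRET signal falls; potency means the concentration at half of the fitted maximal effect; plate controls were basal vehicle for no effect and high inhibitor control for full effect; nearly all actives have a fitted effect of over 50% in size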
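Lithium-sensitised IP1 accumulation assay; M1-expressing CHO cells treated 30 min at 37C with compound. Competitive antibody detection by time-resolved FRET followed a 10 min room-temperature lysis step.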
Luc counter: Counterscreen for Luciferase (Kinase-Glo TM) Inhibition; Kinase-Glo luciferase, ATP luminescence, 8 min; AID 1379, 2008; Potency, µM (top dose mostly 38.3 µM), without a hit: at the top dose activity change, negative = inhibition, most hits filed as inhibitors; 200,000 compounds, 0.28% hits; further: potency means the concentration at half of the fitted maximal effect; on the % scale 0 is the no-effect control and ±100 the full control effect; nearly all actives have a fitted effect of over 60% in size
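Light output from Kinase-Glo luciferase with luciferin and 10 uM ATP in 50 mM imidazole pH 7.2, KCl, MgCl2, Tween 20, BSA; compound pin-delivered, 8-min ambient incubation, then luminescence read.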
CBFb RUNX1 block: qHTS Assay for Compounds Blocking the Interaction Between CBF-beta and RUNX1 for the Treatment of Acute Myeloid Leukemia; 230,000 tested, under 10 active; AlphaScreen CBFb-His/RUNX1-biotin binding, biochemical; AID 1477, 2009; Potency, µM (series often up to 59.8 µM), without a hit: at the highest dose activity, negative = inhibition, actives largely listed as inhibitors; further: % of control where 0% means no effect
Target sequence (Q01196 whole entry, looked up): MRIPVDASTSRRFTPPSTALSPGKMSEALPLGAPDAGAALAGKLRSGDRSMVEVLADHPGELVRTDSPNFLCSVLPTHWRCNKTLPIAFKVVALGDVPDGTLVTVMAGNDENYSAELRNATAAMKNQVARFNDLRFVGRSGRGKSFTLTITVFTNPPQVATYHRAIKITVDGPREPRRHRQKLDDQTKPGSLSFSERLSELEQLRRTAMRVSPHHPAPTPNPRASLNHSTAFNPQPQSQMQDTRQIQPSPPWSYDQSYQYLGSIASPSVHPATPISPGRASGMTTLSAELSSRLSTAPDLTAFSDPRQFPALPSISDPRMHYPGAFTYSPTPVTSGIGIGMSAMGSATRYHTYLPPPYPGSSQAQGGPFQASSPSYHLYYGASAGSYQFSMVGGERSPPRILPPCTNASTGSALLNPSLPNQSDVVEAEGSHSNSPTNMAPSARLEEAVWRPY
Target sequence (Q13951 whole entry, looked up): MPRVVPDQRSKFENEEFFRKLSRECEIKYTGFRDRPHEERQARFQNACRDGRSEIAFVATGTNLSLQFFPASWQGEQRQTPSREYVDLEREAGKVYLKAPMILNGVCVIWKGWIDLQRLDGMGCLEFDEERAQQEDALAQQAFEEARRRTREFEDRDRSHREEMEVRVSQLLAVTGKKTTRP
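CBF-beta (His) and RUNX1 (biotin), 30 nM each; 20 min preassociation; + compound, 15 min; + beads 50 ng each (Ni, streptavidin), 90 min; RT; AlphaScreen read.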
HTT cytoprotect: qHTS Multiplex Assay to Identify Dual Action Probes in a Cell Model of Huntington: Cytoprotection (ATP); PC12 HTT-Q103 induced, cytoprotection, ATP luminescence, 40 h; Potency, µM (series often up to 56.4 µM), without a hit: cytoprotection (ATP increase), most hits filed as activators; 230,000 compounds, 0.14% hits;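 further: potency means the concentration at half of the fitted maximal effect; % of control where 0% means no effect; nearly all actives have a fitted effect of over 45% in size; toxic huntingtin expression switched on by the ecdysone agonist tebufenozide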
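Huntington model: PC12 line, ecdysone-inducible HTTQ103 exon1–GFP, tebufenozide 100 nM. Test articles in a dose series. Endpoint luminescence from cellular ATP.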
LMNA splice mod: qHTS Assay for Modulators of Lamin A Splicing | HeLa LMNA splicing GFP/RFP minigene ratio, 48 h | Potency, µM (top dose mostly 46.1 µM), for inactives: at the top dose ratio change, negative = inhibition, usual class: inhibitors | 200,000 compounds, 0.01% hits | AID 1487, 2009; active means well fitted inhibition curve with a large enough effect in the signal ratio, with a control signal flat, not every such curve was filed as active; inconclusive means small, poorly fitted or top-dose-only effect, or effect the other way, or a change in a side signal; the % refers to the signal ratio; further: potency means the concentration at half of the fitted maximal effect; on the % scale 0 is the no-effect control and ±100 the full control effect
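S3 HeLa stable clones carrying a lamin A-EGFP splicing minigene plus DsRed2 were seeded at 600 cells/well in Opti-MEM with 2% FBS, pin-dosed and incubated 48 h at 37°C. Acumen cytometry (488 nm) gave the GFP/RFP total-intensity ratio.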
An asterisk follows results filed as active; u = inconclusive; x = not tested or not shown; & = joins results of further samples; [ ] = another dose, or the depositor's remark. Unless noted, the call rests on the fitted dose curve; in most records, active means well fitted curve in the direction sought with a large enough effect; inconclusive means small, poorly fitted or top-dose-only effect, or another doubt; inactive means no such curve, though single readings can be large; an effect the other way counts as inactive or inconclusive. Random draw from the library (roughly 4% active in at least one column).

SMILES | SMN2 splice enh | HttQ103 aggreg | IMPase Li cell | Luc counter | CBFb RUNX1 block | HTT cytoprotect | LMNA splice mod
CC(C)N(CCc1ccncc1)C(=S)Nc1cccc(Cl)c1 | -98%[inhibitor] | 0% | 4% | 5% | 8% | -2% | -9%[46 µM]
O=C(NNC(=O)c1cccnc1)Nc1ccc(Cl)c(Cl)c1 | 4% | -6% | -29%[38.3 µM] | 0% | 0% | -12% | 15%
Cc1cc2c3c(c1C)C1(C(=O)N3C(C)(C)CC2C)C(C#N)=C(N)Oc2n[nH]c(C)c21 (centres undefined) | u | 22% | 18%[38.3 µM] | 1% | 7% | 4% | -12%
COc1ccc(/C(C)=N/OCC(=O)N=Nc2c(O)[nH]c3ccc(Br)cc23)cc1 | -33%[inhibitor] | -23% | 8% | -4% | 17% | 6%[10 µM] | 3%
Cc1ccccc1C(=O)Nc1cccc(N)c1 | u | -8% | 15%[38.3 µM] | -2% | 3% | -6% | 5%
CC(C)c1ccc(/C=N/NC(=O)C(=O)NCCCN2CCOCC2)cc1 | -27% | -5% | 4% | 2% | -10% | 7%[10 µM] | -6%
CCOC(=O)C(=Cc1ccccc1OC)C(=O)OCC | x | 9% | -6% | x | u | -8% | u
CCOc1cc(/C=C/C(=O)NCCc2ccc(S(N)(=O)=O)cc2)ccc1OCC(C)C | x | -6%[9.22 µM] | x | x | 7% | -16%[10 µM] | x
CCOC(=O)c1ccccc1NC(=S)N1CCC(C(N)=O)CC1 | -40% | 6% | -1% | 2% | 8% | 14% | x
O=C(CCCN1CCC(C(=O)c2ccc(F)cc2)CC1)c1ccc(F)cc1 | x | 0% | x | x | x | 10% | u
COc1cc(NC(=O)c2ccccc2)c(OC)cc1NC(=O)CN1CCCCC1 | -8% | 15% | 4% | 0% | 9% | 0%[10 µM] | -14%
O=C1CC(c2ccccc2)Sc2nc(-c3ccccc3)c(-c3ccccc3)n21 (centres undefined) | -24% | 4% | 2% | 0% | -20% | 13%[10 µM] | 3%
CSc1nnc(-c2sccc2OCc2ccc(C)cc2)n1C | -8% | 3% | 7%[38.3 µM] | 2% | 0% | -13% | 10%
C=CCN(C(=O)CSc1nc2[nH]ncc2c(=O)n1-c1ccccc1OC)c1ccccc1 | -8% | -11% | 1%[38.3 µM] | -2% | 8% | 16%[0.074 µM] | u
CCOc1ccc(-c2nnn(CC(=O)c3cc(OC)ccc3OC)n2)cc1 | -19% | -19% | -13%[38.3 µM] | 0% | 28% | -29%[10 µM] | 0%
Cn1nc(CC(=O)NC2CCCCCC2)c2ccccc2c1=O | -61%[inhibitor] | u | 23%[38.3 µM] | -2% | 8% | 11% | u
CCOC(=O)N1CCN(C(=O)c2ccc(S(=O)(=O)c3ccc(C)cc3)c(NC(C)=O)c2)CC1 | -7% | 10% | 2%[38.3 µM] | 0% | 0% | 16% | 8%[0.0737 µM]
C[C@H](NC(=O)OC(C)(C)C)C(=O)N/N=C/c1ccc2nccnc2c1 | x | -2%[9.22 µM] | x | x | 2% | 34%[10 µM] | x
COc1ccccc1C(=O)N/C(=C/c1ccc(Br)cc1)C(=O)NCCO | -11% | -7% | -3%[38.3 µM] | -4% | -2% | 2% | -3%
C=CCNC(=S)N1CCN(CCN=Cc2c(C)[nH]n(-c3ccc([N+](=O)[O-])cc3)c2=O)CC1 | 5% | 16%[9.22 µM] | 17% | -23% | -5% | -132%[inhibitor] | 7%[46 µM]
Cc1ccc2cc(C(c3nnnn3C(C)(C)C)N3CCCC3)c(=O)[nH]c2c1C (centres undefined) | -2% | 15% | -27%[38.3 µM] | -2% | 11% | -5% | u
CC1CCCCN1C(=O)C1CCCCN1S(=O)(=O)c1cccc([N+](=O)[O-])c1 (centres undefined) | x | 1%[9.22 µM] | x | x | -1% | 8%[10 µM] | x
Cc1ccc(CNC(=O)CN2CCN(Cc3ccc(C)cc3)C2=O)cc1 | -5% | 11% | 4%[38.3 µM] | -7% | -4% | -12%[10 µM] | 0%
CCOC(=O)c1c(/N=C/N(C)C)sc(/C=N/Nc2ccccc2)c1-c1ccccc1 | 3% | -13% | 1% | -4% | 1% | x | u
Cc1sc2ncnc(N=Nc3c(O)[nH]c4ccccc34)c2c1C | -13% | -7% | 16% | -4% | 9% | -10%[10 µM] | -13%
CCc1nc2oc3cc(OC)ccc3c(=O)c2c(=O)n1Cc1ccccc1 | -27% | 9% | 28%[38.3 µM] | -2% | 2% | 12% | 1%
CCCN1CCC(NC(=S)Nc2ccc(OC)c(OC)c2)CC1 | 11% | -11% | 5% | -1% | 13% | x | -4%[46 µM]
COc1cc2c(cc1OC)/C(=C/c1ccc(Cl)cc1)C(=O)OC2 | -17% | u | 5% | 2% | 18% | 18%[10 µM] | -5%
CCCCS(=O)(=O)/C=C\C1C2C=CC(C2)C1S(=O)(=O)CCCC (centres undefined) | -3% | 8%[9.22 µM] | 1%[38.3 µM] | -3% | -1% | -19%[10 µM] | u
COc1cc2nc(Cl)nc(N3CCN(C)CC3)c2cc1OC | -11% | 4% | -2% | 2% | 4% | 8% | x
Cc1ccc(S(=O)(=O)C(C#N)c2nc3ccccc3nc2N2CC(C)OC(C)C2)cc1C (centres undefined) | -48%[inhibitor] | -80% | 4%[38.3 µM] | -1% | 1% | -57%[inhibitor] | 7%
COc1cccc(NC(=S)NCc2cccs2)c1 | u | -6% | -4% | 5% | 6% | u | 1%
COc1ccc(C(=O)NC(=S)Nc2ccc([N+](=O)[O-])cc2C)cc1OC | -24% | -11% | 14%[38.3 µM] | 5% | 5% | 5%[10 µM] | 5%
CN(CCCNC(=O)COc1cc(=O)n(C)c2ccccc12)Cc1ccccc1 | 6% | 15% | -8%[38.3 µM] | -4% | 1% | -13% | -2%
O=C(N/C(=C/c1cccnc1)C(=O)N1CCOCC1)c1ccccc1Br | 6% | 11% | -3% | 3% | 1% | 8%[10 µM] | -6%
CCCN(CCC)C(=O)CC(c1ccccc1)c1ccco1 (centres undefined) | x | -2%[9.22 µM] | x | x | 5% | 10%[10 µM] | x
Cc1sc2ncn(CC(=O)OC(C)C(=O)NC(C)(C)C)c(=O)c2c1C (centres undefined) | -2% | -6%[9.22 µM] | 16%[38.3 µM] | 1% | -13% | 2% | 9%
CC(C)CN1CCN(Cc2cccc3cccnc23)CC1CCO (centres undefined) | x | -8%[9.22 µM] | 12% | -2% | -3% | -16%[10 µM] | x
CCSc1nc2ccccc2c(=O)n1OCC(=O)OC | -6% | -20% | 22%[38.3 µM] | 18% | 3% | -5% | 0%
C/C(=C\c1ccc(C(=O)O)cc1)c1ccc2c(c1)C(C)(C)CCC2(C)C | -2%&7%&-11%&6% | x | 19%&-5%&-7%&2%&36% | -1%&2%&3% | -7% | -37% | u
COCc1cc(C)nc(N2CCN(Cc3ccccc3)CC2)c1C#N | -22% | -8%[1.84 µM] | 33%[activator][38.3 µM] | 2% | 7% | 11% | 17%
COc1ccc(C(=O)N/C(=C\c2ccco2)C(=O)OCc2ccco2)cc1 | x | 31%[9.22 µM] | x | x | 0% | 16%[10 µM] | x
CCCC1=NN(C(=O)Cc2ccc(OC)cc2)C(O)(C(F)(F)F)C1 (centres undefined) | 7% | -17% | 8% | 0% | 4% | 8%[10 µM] | -1%
O=C(CSc1ncnc2c1cnn2-c1ccccc1)Nc1ccccc1 | -21% | -25% | 9%[38.3 µM] | 1% | 9% | 3% | u
CC(C)(C)c1ccc(C(=O)C2CCCN(C(=O)C3CCOCC3)C2)cc1 (centres undefined) | x | -1%[9.22 µM] | 13% | -2% | 5% | -31%[10 µM] | x

6 entries drawn at random from those above:
SMILES | SMN2 splice enh | HttQ103 aggreg | IMPase Li cell | Luc counter | CBFb RUNX1 block | HTT cytoprotect | LMNA splice mod
Cc1ccc(S(=O)(=O)C(C#N)c2nc3ccccc3nc2N2CC(C)OC(C)C2)cc1C (centres undefined) | -48%[inhibitor] | -80% | 4%[38.3 µM] | -1% | 1% | -57%[inhibitor] | 7%
COc1cccc(NC(=S)NCc2cccs2)c1 | u | -6% | -4% | 5% | 6% | u | 1%
O=C(CSc1ncnc2c1cnn2-c1ccccc1)Nc1ccccc1 | -21% | -25% | 9%[38.3 µM] | 1% | 9% | 3% | u
CC(C)CN1CCN(Cc2cccc3cccnc23)CC1CCO (centres undefined) | x | -8%[9.22 µM] | 12% | -2% | -3% | -16%[10 µM] | x
CC(C)(C)c1ccc(C(=O)C2CCCN(C(=O)C3CCOCC3)C2)cc1 (centres undefined) | x | -1%[9.22 µM] | 13% | -2% | 5% | -31%[10 µM] | x
Cc1sc2ncn(CC(=O)OC(C)C(=O)NC(C)(C)C)c(=O)c2c1C (centres undefined) | -2% | -6%[9.22 µM] | 16%[38.3 µM] | 1% | -13% | 2% | 9%

(cont.)
SMILES | SMN2 splice enh | HttQ103 aggreg | IMPase Li cell | Luc counter | CBFb RUNX1 block | HTT cytoprotect | LMNA splice mod
COc1cccc(CN(C)C(=O)c2cc(COc3ccc4ncccc4c3)on2)c1 | x | 11%[9.22 µM] | 16% | 2% | 1% | 20%[10 µM] | 6%[46 µM]
Cc1ccc(NCc2nnc(SCC(=O)c3ccccc3)n2Cc2ccco2)c(C)c1 | u | -3% | 36%[activator][38.3 µM] | -3% | -7% | -23% | -1%
Cc1ccccc1NC(=O)c1cc(=O)c2ccccc2o1 | -3% | -3% | 8%[38.3 µM] | -2% | 8% | -8% | 1%
CC(C)(C)c1cc(NCCCn2ccnc2)n2ncc(-c3ccc(Cl)cc3)c2n1 | 6% | u | 9%[38.3 µM] | -1% | -1% | -77%[inhibitor] | u
COc1ccc(N2C(=O)CNC2=S)cc1 | 10% | 3% | -7% | -1% | -6% | 3%[10 µM] | -13%
COc1cc(/C=N/NC(=O)c2cnccn2)ccc1O | -5% | 1% | 7% | -2% | 5% | -14%[10 µM] | -11%

Assay outcomes (PubChem)
